Screening data (PubChem)
STK33 inh: human STK33 kinase inhibition; actives 0.073% (n = 320,000); purified STK33, MBP phosphorylation, ADP-Glo luminescence; inhibition, % at 10 µM; Q9BYT3;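 active = inhibition at or above 25%, using the most active replicate where run in duplicate; inactive = inhibition below 25%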
Target sequence (Q9BYT3 whole entry, looked up): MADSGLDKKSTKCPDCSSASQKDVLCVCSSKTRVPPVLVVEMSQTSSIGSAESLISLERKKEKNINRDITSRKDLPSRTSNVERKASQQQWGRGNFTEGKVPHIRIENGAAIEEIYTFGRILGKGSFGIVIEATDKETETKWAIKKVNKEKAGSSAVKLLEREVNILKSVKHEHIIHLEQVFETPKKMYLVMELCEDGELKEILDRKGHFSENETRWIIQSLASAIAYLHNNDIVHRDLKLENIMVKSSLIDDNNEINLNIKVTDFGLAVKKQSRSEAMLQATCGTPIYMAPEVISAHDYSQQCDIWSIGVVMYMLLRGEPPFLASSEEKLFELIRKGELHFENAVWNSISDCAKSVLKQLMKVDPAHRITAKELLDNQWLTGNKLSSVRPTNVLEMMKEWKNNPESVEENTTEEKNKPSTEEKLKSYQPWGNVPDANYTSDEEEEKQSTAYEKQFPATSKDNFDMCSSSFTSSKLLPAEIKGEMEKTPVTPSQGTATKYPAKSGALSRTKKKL
* = called active by the depositor. This is a subset. The share of hits here may be higher or lower than overall.

SMILES	STK33 inh
CC1(C)O[C@H]2OC([C@H](O)CON3C(=O)c4ccccc4C3=O)[C@H](O)[C@H]2O1 (some centres not stated)	-0.9
Cc1cnc(C(=O)OCC(=O)Nc2cc(Cl)ccc2C#N)cn1	-0.9
COc1cc(C(=O)N2CCN(c3ccccc3O)CC2)ccc1OCC(=O)N1CCOCC1	-2.2
COc1ccc(NS(=O)(=O)c2cc(NC(=O)c3ccc(=O)[nH]c3)ccc2C)cc1	-0.5
CCOc1ccc(CCNC(=O)CCC(=O)c2cccs2)cc1OCC	-0.6
CN(CC(=O)Nc1ccccc1C(=O)NC1CC1)Cc1ccco1	0.5
CN(C(=O)COC(=O)C12CC3CC(CC(Cl)(C3)C1)C2)c1ccccc1	0.2
CC(C)(C)OC(=O)C[C@H]1C/C=C\C[C@H](CC(=O)N(CCO)Cc2ccccc2)C(=O)N[C@H](C(C)(C)C)COC1=O	-1.2
Nc1nc(-c2ccc(S(=O)(=O)N3CCCCC3)cc2)cs1	0.2
CCOc1cc(N2CCOCC2)c(OCC)cc1NC(=O)C1CC(=O)N(c2ccccc2OCC)C1 (configuration not stated)	3.5
CCCCN(CCO)CCCC	-1.0
Cc1onc(-c2ccccc2)c1C(=O)NNC(=O)c1ccccc1Br	-0.6
CC(C)(C)OC(=O)N[C@@H](C(=O)OC(C)(C)C)c1ccc2ccccc2c1	0.1
O=C(c1ccc2nccnc2c1)N1CCN(c2cccc(C(F)(F)F)c2)CC1	-0.7
CC(=O)c1ccccc1NC(=O)CSc1nc2ccccc2c(=O)n1CCCN1CCOCC1	0.2
O=C(Cc1ccc(S(=O)(=O)N2CCOCC2)s1)OCc1ccc(Cl)cc1	-1.0
C[C@H](CO)N1C[C@H](C)[C@@H](CN(C)S(=O)(=O)c2ccccc2)Oc2ccc(NC(=O)Nc3ccc4c(c3)OCO4)cc2C1=O	-1.7
C=CC[C@H](CC(=O)N[C@H](CO)Cc1ccccc1)C(=O)N[C@H](COC(=O)[C@@H](CC=C)CC(=O)OC(C)(C)C)Cc1c[nH]c2ccccc12	-0.5
CC1CCCN(S(=O)(=O)c2cccc(C(=O)NCc3ccco3)c2)C1 (configuration not stated)	-0.8
O=C(CC1CC2CCC1C2)N1CCN(S(=O)(=O)c2ccccc2[N+](=O)[O-])CC1 (configuration not stated)	-1.1
CN(CC(=O)Nc1ccc(Cl)c(C(F)(F)F)c1)C(=O)C1CC(=O)N(C2CCCC2)C1 (configuration not stated)	0.0
COc1ccccc1NS(=O)(=O)c1cc(NC(=O)C(C)NC(N)=O)ccc1N1CCCC1 (configuration not stated)	1.2
C[C@H](CO)N1C[C@H](C)[C@@H](CN(C)C(=O)Nc2ccc(C(F)(F)F)cc2)Oc2c(NC(=O)C3CCCCC3)cccc2C1=O	-0.1
Cc1ccc(NC(=O)COC(=O)c2nn(-c3ccc(Cl)cc3)cc2O)cc1	-0.7
CCN1C(=O)[C@H]2[C@@H](c3ccc(-c4cc(C(C)=O)cs4)cc3)N3CCC[C@@]3(C(=O)OC)[C@H]2C1=O	1.5

2 entries drawn at random from those above, as already listed:
SMILES	STK33 inh
CN(C(=O)COC(=O)C12CC3CC(CC(Cl)(C3)C1)C2)c1ccccc1	0.2
O=C(Cc1ccc(S(=O)(=O)N2CCOCC2)s1)OCc1ccc(Cl)cc1	-1.0

Next section:
SMILES	STK33 inh
C=CC[C@H](CC(=O)NCCO)C(=O)NCCOC(=O)[C@@H](CC=C)CC(=O)OC(C)(C)C	-1.4
Cn1c(=O)c2c(ncn2CC(=O)OCCCC(=O)c2ccc(Br)cc2)n(C)c1=O	-1.5
O=C(COC(=O)CNC(=O)C1CCCCC1)Nc1cccc(F)c1	-0.7
COCC(C)n1c(SCC(=O)N2CCOCC2)nc2ccccc2c1=O (configuration not stated)	0.5
O=C(CCN1C(=O)CSc2ccccc21)Nc1ccc(C(F)(F)F)cc1	-0.4
CC(N)C(=O)NC(C(=O)N1CCCC1C(=O)NC(c1ccccc1)c1ccccc1)C(C)C (configuration not stated)	0.7
Cc1cc(=O)[nH]c(SCC(=O)Nc2c(C)n(C)n(-c3ccccc3)c2=O)c1C#N	0.4
Cc1ccc(C(=O)Nc2cc(S(=O)(=O)N3CCOCC3)ccc2N2CCCC2)cc1	0.8
COc1ccc(/C=C/C(=O)OCC(=O)NC2CCCC2)cc1	-1.3
O=C(Nc1ccc(O)cc1C(=O)O)c1ccc(NC(=O)c2ccco2)cc1	2.0
c1cc(-c2cc3cc4c(cc3cn2)OCO4)cs1	2.7
CN(C(=O)Cn1cnc2sccc2c1=O)C1CCCCC1	0.3
Cc1cccc(N(CC(=O)NCCC2=CCCCC2)S(C)(=O)=O)c1C	-2.1
Cn1c(Cn2c(=O)sc3ccccc32)nnc1SCC(=O)N1CCc2ccccc21	-0.5
COc1ccc(N2CCN(C(=O)CN3C(=O)NC(C)(c4ccc5ccccc5c4)C3=O)CC2)cc1 (configuration not stated)	0.2
CCC1(c2ccccc2)NC(=O)N(CC(=O)Nc2cccc(S(=O)(=O)N3CCCC3)c2)C1=O (configuration not stated)	-2.1
CC(NC(=O)COC(=O)CNS(=O)(=O)/C=C/c1ccccc1)c1ccccc1 (configuration not stated)	-1.6
C[C@@H]1NC(=O)OC1c1ccco1 (some centres not stated)	-1.4
Cc1ccc(S(=O)(=O)N2CCN(Cc3ccccc3)CC2)s1	-1.7
O=C(COC(=O)c1n[nH]c2ccccc12)NC(=O)NC1CCCC1	2.0
COc1ccc(NC(=O)Nc2ccc3c(c2)C(=O)N([C@H](C)CO)C[C@H](C)[C@@H](CN(C)S(=O)(=O)c2ccc(OC)cc2)O3)cc1	-1.6
COc1cc(F)c(C2=CC(=O)C[C@H](c3ccc(F)cc3)C2)cc1F	-0.4
COc1ccc(/C=C/C(=O)OCC(=O)NCCc2ccccc2)c(OC)c1	-0.4
NC(=O)c1cc([N+](=O)[O-])ccc1NCc1ccc(F)cc1	-0.5
O=C(/C=C/c1ccccc1)Nc1nnc(SCC(=O)c2ccc3ccccc3c2)s1	1.1
(next part)
SMILES	STK33 inh
CCCCOC(=O)c1ccc(NC(=O)CN2C(=O)NC3(CCCCCC3)C2=O)cc1	-1.2
COc1ccccc1N1CN(S(=O)(=O)c2ccc(C)cc2)c2nc3ccccc3nc21	0.1
O=C(CCNC(=O)c1ccc(Cl)cc1)NC1CCCCCC1	-1.2
CCn1nccc1C(=O)Nc1ccc(S(=O)(=O)NC23CC4CC(CC(C4)C2)C3)cc1	1.5
CC(=O)NCCSc1ccc(S(=O)(=O)N2CCCC2)cn1	-1.8
C=CC[C@@H](CC(=O)OC(C)(C)C)C(=O)OC[C@H]1CCCN1C(=O)[C@@H](CC=C)CC(=O)N[C@H](CO)Cc1ccccc1	0.7
COc1ccc(S(=O)(=O)N(C)C[C@H]2Oc3c(NC(=O)c4ccncc4)cccc3C(=O)N([C@H](C)CO)C[C@@H]2C)cc1	-1.4
O=C(OCC(=O)N1CCN(c2ccccc2)CC1)c1ccc2ncsc2c1	-0.5
Clc1ccc(CN2CC[C@H]3C=CCc4cccc(c43)C2)cc1	0.3
C=CC[C@@H](CC(=O)N(CCO)Cc1ccccc1)C(=O)N[C@@H](C)COC(=O)[C@@H](CC=C)Cc1ccc(F)cc1	-0.2
Cc1nnc(NC(=O)C2CCN(S(=O)(=O)c3ccc(F)c(F)c3)CC2)o1	-0.2
COc1ccc(S(N)(=O)=O)cc1C(=O)NNC(=O)C1COc2ccccc2O1 (configuration not stated)	-1.1
COc1ccccc1C(=O)COC(=O)c1ccc(Cl)nc1	-0.5
COc1cc2cc(CN(CCN3CCCC3)C(=O)Nc3ccccc3Cl)c(=O)[nH]c2cc1OC	-0.2
Cc1csc(NC(=O)CSc2nc3nc(C)cc(C)n3n2)n1	0.5
CSCCC(NC(=O)c1ccco1)C(=O)NCC1CCCCC1 (configuration not stated)	-0.4
Cc1ccc(NC(=O)COC(=O)[C@@H]2CC(O)CN2S(=O)(=O)c2ccc3c(c2)OCCO3)cc1 (some centres not stated)	-0.8
C[C@@]12C(=O)N(Cc3ccccc3)CC(=O)N1[C@H]1c3cc(Cl)ccc3OC[C@@H]1[C@@H]2c1ccccc1	-0.3
Cc1noc(C)c1CSCC(=O)Nc1cc(C(F)(F)F)ccc1N1CCOCC1	-0.6
O=C(CSc1ncn(-c2ccccc2)n1)N1CCc2ccccc21	0.9
CCN(C[C@H]1N[C@@](CC)(C(=O)OC)[C@H]2C(=O)N(Cc3ccccc3)C(=O)[C@@H]12)S(=O)(=O)c1ccc(C)cc1	-1.6
CC(OC(=O)C1CC2CCCC(C1)C2=O)C(=O)Nc1cccc([N+](=O)[O-])c1 (configuration not stated)	4.5
C=CCC[C@H](Cc1ccc(F)cc1)C(=O)OC[C@@H](Cc1c[nH]c2ccccc12)NC(=O)[C@@H](CC=C)CC(=O)N[C@H](CO)Cc1ccccc1	-1.4
O=C(NCC1CCCO1)c1cn(Cc2ccccc2)nc1-c1ccc(Cl)cc1 (configuration not stated)	0.0
CN1CCN(/C=N/c2c(C#N)cnn2-c2ccccc2)CC1	-1.7
Later entries:
SMILES	STK33 inh
O=C1CSC(=S)N1N=C1CCCCCC1	-2.1
COc1ccc2c3c(cccc13)OCC2=O	1.7
Cc1c(Cl)cnc(NC(=O)COC(=O)C2CCCC2)c1Cl	-0.1
COc1ccc(-c2sc3cc4c(cc3c2C#CC2(O)CCCCC2)OCO4)cc1	-1.2
CCN(CC)C(=O)c1c[nH]c2ccc(S(=O)(=O)Nc3cc(C)cc(C)c3)cc2c1=O	0.8
COc1cc(C2c3c(c(C)c(C)oc3=O)Oc3c(C)c(C)oc(=O)c32)ccc1OS(=O)(=O)c1ccc(C)cc1	-0.4
C[C@H](NC(=O)c1ccco1)C(=O)NC1CCCCCC1	2.3
CN1CCCN(C(=O)CNC(=O)c2ccccc2F)CC1	0.0
O=C(CN(Cc1ccco1)C(=O)c1ccccc1F)Nc1ccccc1C(F)(F)F	-1.0
CC(=O)C1=C(C)NC(SCc2ccc(C#N)cc2)=C(C#N)C1c1ccco1 (configuration not stated)	-1.4
O=C(O)c1ccccc1NS(=O)(=O)c1cccc(NS(=O)(=O)c2cc(Br)ccc2Br)c1	0.5
COc1ccc(NC(=O)CNCc2ccc(Cl)cc2)cc1S(=O)(=O)N1CCOCC1	-2.2
CCCCCn1ccc(=N)cc1	0.5
Cc1ccc(C2(C)NC(=O)N(CC(=O)NNC(=O)c3ccccc3)C2=O)cc1 (configuration not stated)	-1.3
CC(=O)Nc1cccc(-c2cnc(N)c(C(=O)c3cccnc3)n2)c1	13
Cc1sc2ncnc(N3CCC(C(=O)Nc4ccc(S(N)(=O)=O)cc4)CC3)c2c1C	1.8
COc1cccc(-c2c(-c3cc(OC)cc(OC)c3)n(C)c3ccc(-c4ccc5cc[nH]c5c4)cc23)c1	0.7
COc1cc2c(cc1OC)CN(CC(=O)Nc1ccccc1C(=O)NC1CC1)CC2	-0.8
Cc1cnc(C(=O)N2CCN(S(=O)(=O)c3cccc(Br)c3)CC2)cn1	-0.9
COc1ccc(OC)c(-c2nnc3n2N=C(c2ccc(OC(F)F)c(OCC4CC4)c2)CS3)c1	-1.8
CC(C)(C)OC(=O)C[C@@H]1C/C=C\C[C@H](CC(=O)NCCO)C(=O)NC[C@H](c2ccccc2)OC1=O	-0.2
NS(=O)(=O)c1cccc(NC(=O)CN2C(=O)C(=O)N(Cc3ccccc3)C2=O)c1	-0.3
O=Cc1cn(-c2ccccc2)nc1-c1ccc2c(c1)OCCO2	1.5
COCCn1c(C)cc(C(=O)CN2c3cccc4cccc(c34)S2(=O)=O)c1C	0.1
Oc1cc(O)c2c(c1)OC(c1ccc(O)c(O)c1)C(O)C2 (configuration not stated)	2.7
Next part
SMILES	STK33 inh
COc1ccc(S(=O)(=O)N2CCOCC2)cc1NC(=O)CN1C(=O)NC2(CCCC2)C1=O	-0.8
CC1Cc2ccccc2N1C(=O)CSc1nncs1 (configuration not stated)	-0.2
O=C(C[C@@H]1C/C=C\CC[C@H](Cc2ccc(F)cc2)C(=O)OC[C@@H]2CCCN2C1=O)N[C@H](CO)Cc1ccccc1	0.3
CC(C)NC(=O)Nc1cccc2c1O[C@H](CN(C)S(=O)(=O)c1ccccc1)[C@@H](C)CN([C@H](C)CO)C2=O	0.9
O=C(CN1CCN(CN2C(=O)NC3(CCCCCC3)C2=O)CC1)Nc1cccc(F)c1	-0.1
CN(c1ccc(C(=O)COC(=O)C2CC2)cc1)S(C)(=O)=O	-1.6
O=C(/C=C/c1ccco1)NC(=S)Nc1cc(-c2nc3ccccc3s2)ccc1Cl	0.7
CC(C(=O)O)C(=O)O	0.8
CN1CCN(S(=O)(=O)c2ccc(N(C)Cc3ccc(C(F)(F)F)cc3)c([N+](=O)[O-])c2)CC1	-0.3
O=S(=O)(c1c(Cl)cc(Br)cc1Cl)N1CCN(C(=S)NC2CC2)CC1	-1.4
CCc1cc(C(=O)Nc2nc(-c3ccccn3)cs2)sc1C	0.4
CCC1Nc2ncnc(N3CCN(c4ccccc4)CC3)c2N(Cc2ccccc2)C1=O (configuration not stated)	-1.5

Filtered by structure, the entries above with two or more sulfur atoms
SMILES	STK33 inh
Nc1nc(-c2ccc(S(=O)(=O)N3CCCCC3)cc2)cs1	0.2
O=C(Cc1ccc(S(=O)(=O)N2CCOCC2)s1)OCc1ccc(Cl)cc1	-1.0
Cn1c(Cn2c(=O)sc3ccccc32)nnc1SCC(=O)N1CCc2ccccc21	-0.5
Cc1ccc(S(=O)(=O)N2CCN(Cc3ccccc3)CC2)s1	-1.7
O=C(/C=C/c1ccccc1)Nc1nnc(SCC(=O)c2ccc3ccccc3c2)s1	1.1
CC(=O)NCCSc1ccc(S(=O)(=O)N2CCCC2)cn1	-1.8
Cc1csc(NC(=O)CSc2nc3nc(C)cc(C)n3n2)n1	0.5
O=C1CSC(=S)N1N=C1CCCCCC1	-2.1
O=C(O)c1ccccc1NS(=O)(=O)c1cccc(NS(=O)(=O)c2cc(Br)ccc2Br)c1	0.5
Cc1sc2ncnc(N3CCC(C(=O)Nc4ccc(S(N)(=O)=O)cc4)CC3)c2c1C	1.8
CC1Cc2ccccc2N1C(=O)CSc1nncs1 (configuration not stated)	-0.2
O=C(/C=C/c1ccco1)NC(=S)Nc1cc(-c2nc3ccccc3s2)ccc1Cl	0.7
O=S(=O)(c1c(Cl)cc(Br)cc1Cl)N1CCN(C(=S)NC2CC2)CC1	-1.4
CCc1cc(C(=O)Nc2nc(-c3ccccn3)cs2)sc1C	0.4
